HCV inhibitor: blocks hepatitis C virus. Huh7.5.1 HCVcc-Cre infection, luciferase reporter, 44 h. Potency, µM (top dose mostly 41.8 µM), for the others: top-dose activity change, negative = inhibition, actives largely listed as inhibitors. 3.4% of 340,000 active; further: potency means the concentration at half of the fitted maximal effect; on the % scale 0 is the no-effect control and ±100 the full control effect
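Luciferase read-out (15 sec integration) after a 15 min room-temperature substrate step quantifies HCVcc-Cre infection. Cells, 1,000 per well, had compound added 4 h post-plating, then virus at ~0.5 moi, and were cultured 44 h.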
Pf growth 96h: P. falciparum growth inhibition at 96 hour, primary screen for plastid delayed-death inhibitors; Potency, µM (highest dose often 28.7 µM), for the others: at the highest dose activity change, negative = inhibition, hits mostly inhibitors; P. falciparum luciferase reporter growth, 96 h; 6.9% of 320,000 active; further: potency means the concentration at half of the fitted maximal effect; on the % scale 0 is the no-effect control and ±100 the full control effect
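Plates of compound plus infected erythrocytes (2% hematocrit, 0.05% parasitemia final) incubate 96 hours, 37 C, 5% CO2. Detection reagent added; reduced luminescence from the parasites' luciferase reporter flags inhibition.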
Cycloheximide cs: affects cycloheximide protein synthesis inhibition readout, counter-screen. 12% of 300,000 active. max response, %. cell reporter, cycloheximide protein synthesis inhibition counterscreen; in the data active means max response mostly above about 13%, no sharp cut-off; inactive means mostly below about 14%; further: read at 38.3 µM for the half of the compounds with a filed dose; 0% is about no effect
Shiga inhibitor: Shiga toxin inhibition. AID 2315. inhibition, % at 38.7 µM. 9.2% of 290,000 active. Vero cells, Shiga toxin protein synthesis inhibition reporter; in the data active means inhibition mostly above about 28%, no sharp cut-off; inactive means mostly below about 43%; further: 0% is about no effect
Pf growth 48h: inhibits P. falciparum growth in the first generation, 48 h; P. falciparum luciferase growth in erythrocytes, 48 h; 5.9% of 310,000 active; Potency, µM (titrated, usually from 28.7 µM), inactives show top-dose activity change, negative = inhibition, most hits filed as inhibitors; further: potency means the concentration at half of the fitted maximal effect; on the % scale 0 is the no-effect control and ±100 the full control effect
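Firefly luciferase activity from engineered P. falciparum reports growth; inhibitors lower the luminescent signal. Cultures contained 2% hematocrit erythrocytes at 0.1% final parasitemia.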
FBPA Giardia inh: blocks Giardia fructose-bisphosphate aldolase activity | A8B2U2 | AID 2451 | 0.71% of 290,000 active | Potency, µM (titrated, usually from 59.6 µM), for inactives: top-dose activity, negative = inhibition, hits mostly inhibitors | purified Giardia FBPA; further: potency means the concentration at half of the fitted maximal effect; on the % scale 0 is the no-effect control and ±100 the full control effect; nearly all actives have a fitted effect of over 55% in size
Target sequence (A8B2U2 whole entry, looked up): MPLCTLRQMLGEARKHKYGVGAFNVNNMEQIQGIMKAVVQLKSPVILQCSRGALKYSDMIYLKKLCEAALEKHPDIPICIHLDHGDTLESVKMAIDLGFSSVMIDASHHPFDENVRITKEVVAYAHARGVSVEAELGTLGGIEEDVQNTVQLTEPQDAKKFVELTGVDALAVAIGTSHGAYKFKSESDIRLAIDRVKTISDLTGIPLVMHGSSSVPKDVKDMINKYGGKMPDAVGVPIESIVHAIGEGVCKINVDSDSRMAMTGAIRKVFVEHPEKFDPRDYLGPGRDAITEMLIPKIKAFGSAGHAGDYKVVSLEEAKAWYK
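40 nM FBPA preincubated 10 min at RT with compound (up to 57.5 uM final), then substrate plus GAPDH/TPI/NAD/arsenate coupling and diaphorase/resazurin added. Fluorescence read after 20 min at RT, 525/598 nm.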
Starred values were filed as active, the others as inactive; ? = inconclusive; . = no result given; & = joins results of further samples; [ ] = another dose, or the depositor's remark. Unless noted, the call rests on the fitted dose curve; in most records, active means well fitted curve in the direction sought with a large enough effect; inconclusive means small, poorly fitted or top-dose-only effect, or another doubt; inactive means no such curve, though single readings can be large; an effect the other way counts as inactive or inconclusive.

SMILES	HCV inhibitor	Pf growth 96h	Cycloheximide cs	Shiga inhibitor	Pf growth 48h	FBPA Giardia inh
CC(=O)c1c(C)n(C)c2ccc(O)cc12	-6.3%	-98.1%	-5.7	-2.9	.	-11.7%
COc1ccc(-c2nnc3n2N=C(c2cc(OC)ccc2OC)CS3)c(OC)c1	.	.	5.3	-6.7	.	2.7%
CC1Cc2ccccc2N1CC(=O)N(C)c1c(N)n(Cc2ccccc2)c(=O)[nH]c1=O (configuration not stated)	4.4%	?	.	.	?	.
Cc1nonc1NC(=O)OCCN1CCOC1=O	7.2%	6.57µM*	-5.8	3.5	?	-3.5%
Cc1ccccc1N(CC(=O)NCc1ccccc1)C(=O)CCC(=O)Nc1nccs1	?	-6.3%	-4.0	-3.4	-19.8%	-3.8%
CCCNC(=O)N1CCCC(C(N)=O)C1 (configuration not stated)	21.5%	-7.9%	-1.9	-6.7	0.7%	0.8%
CCOCCCNC(=O)c1cc(C)nn1-c1ccccc1	21.1%	11.7µM*	-4.0	19.7	8.4%	0.1%
CC(CC(=O)N1CCN(C(=O)c2ccccc2)CC1)c1ccccc1 (configuration not stated)	27.4%	10.9%	-2.7	-5.0	19.1%	24.4%
NC(=O)C1CCN(C(=O)CSc2ccsc2[N+](=O)[O-])CC1	15.1%	-2.8%	1.4	10.7	-45.8%[5.75 µM]	-0.1%
CCOC(=O)c1c(NC(=S)NC(C)=O)sc(C)c1C	-0.3%	31.9%[activator]	-2.3	-2.6	9.1%	5.1%
CC(CNC(=O)c1ccccc1Cl)c1ccccc1 (configuration not stated)	1.6%	3.6%	33.6*	36.4*	49.4%[activator]	16.8%
C=CCN1C(=O)c2ccc(C(=O)N(CC)CC(=O)Nc3c(F)cccc3F)cc2C1=O	10.0%	-0.2%	.	.	?	.
COc1ccc(C(=O)NC(C)c2ccccc2)cc1Br (configuration not stated)	-10.7%	47.4%[activator]	2.6	10.6	-1.1%	4.2%
CCOC(=O)C(=O)c1c(C)cc2ccccn12	-17.7%	-30.4%[5.75 µM]	23.1*	47.2*	63.9%[activator]	-11.6%
COc1ccc(NC(=O)CSc2nnc(-c3ccc(F)cc3)o2)cn1	-16.6%	67.0%[activator]	.	.	179.4%[activator]	.
COc1cc(CCC(=O)NCc2ccc3c(c2)OCO3)cc(OC)c1OC	-5.9%	1.1%	-1.9	-25.4	4.4%	3.9%
O=C(Nc1c(C(=O)c2ccccc2)oc2ccccc12)c1cc(-c2ccccc2O)n[nH]1	-19.9%	0.657µM*	6.3	-5.5	1.47µM*	4.3%
Cc1cc(C)cc(NC(=O)N2CCN(Cc3ccc4c(c3)OCO4)CC2)c1	-11.0%	-2.3%	-1.2	12.7	11.1%	3.3%
CSCCC(NC(=O)c1ccccc1Br)C(=O)NCc1ccc(F)cc1 (configuration not stated)	4.7%	-10.2%	8.1	23.5	-5.8%	5.3%
CC(C)=C(NC(=O)c1ccccc1)C(=O)Nc1cccc(C)c1	7.2%	-19.9%	0.6	-5.0	2.7%	-0.2%
O=C(c1c[nH]c2ccc(S(=O)(=O)N3CCC4(CC3)OCCO4)cc2c1=O)N1CCC2(CC1)OCCO2	17.5%	?	3.2	32.8	5.7%	10.9%
Cc1ccc(C2CC(=O)c3cnc(NC(=O)c4ccco4)nc3C2)cc1 (configuration not stated)	12.4%&0.2%	?	1.4	21.7	-7.3%	1.4%
CCOC(=O)C1=C(C)NC(=O)NC1c1ccc(C)o1 (configuration not stated)	8.6%	?	-6.3	-6.0	.	-1.1%
COc1ccc(NS(=O)(=O)c2cccc(C(=O)N3CCC3)c2)cc1	?	-3.4%	.	.	-1.1%	.
CCCCCN=C(N)N/N=C/c1c[nH]c2ccc(OC)cc12	?	3.01µM*	.	.	3.01µM*	7.7%&4.3%

Overlap with the part before: 5 entries, followed by the next part.
SMILES	HCV inhibitor	Pf growth 96h	Cycloheximide cs	Shiga inhibitor	Pf growth 48h	FBPA Giardia inh
O=C(c1c[nH]c2ccc(S(=O)(=O)N3CCC4(CC3)OCCO4)cc2c1=O)N1CCC2(CC1)OCCO2	17.5%	?	3.2	32.8	5.7%	10.9%
Cc1ccc(C2CC(=O)c3cnc(NC(=O)c4ccco4)nc3C2)cc1 (configuration not stated)	12.4%&0.2%	?	1.4	21.7	-7.3%	1.4%
CCOC(=O)C1=C(C)NC(=O)NC1c1ccc(C)o1 (configuration not stated)	8.6%	?	-6.3	-6.0	.	-1.1%
COc1ccc(NS(=O)(=O)c2cccc(C(=O)N3CCC3)c2)cc1	?	-3.4%	.	.	-1.1%	.
CCCCCN=C(N)N/N=C/c1c[nH]c2ccc(OC)cc12	?	3.01µM*	.	.	3.01µM*	7.7%&4.3%
COc1cc(C2=NC(CO)(CO)CO2)cc(OC)c1OC	10.8%	3.2%	-1.7	2.5	1.2%	8.1%
O=C(CNS(=O)(=O)c1ccccc1)N/N=C/c1ccc(O)cc1	8.6%	61.9%[activator]	-4.8	-3.8	-7.0%	4.0%
COc1ccc(C2CC3(O)CC(C#N)(C(=O)N3)C2(C#N)C#N)cc1 (configuration not stated)	8.2%	34.0%[activator]	-1.5	-3.7	97.0%[activator]	-8.6%
COc1ccc(N(C(=O)c2ccco2)C(C(=O)NC2CCCC2)c2ccncc2)cc1OC (configuration not stated)	5.2%	26.5%	-2.9	-13.9	9.6%	.
CC(C)N(C(=O)Cn1cc(S(=O)(=O)CC(=O)N2CCOCC2)c2ccccc21)C(C)C	12.6%	?	2.9	-3.0	-2.3%	.
COc1ccccc1C(=O)N1CCN(Cc2nc(CC3CC3)no2)CC1	21.8%	-4.0%	1.5	-14.8	1.4%	3.7%
CCN(CC)CCCNC(=O)CCC(=O)Nc1ccc2nc(N3CCCCC3)cc(C)c2c1	-0.1%	12.7%	-3.6	16.1	?	0.3%
CN(CC(=O)NCc1ccncc1)S(=O)(=O)c1ccc2ccccc2c1	-29.7%	-11.3%	-1.0	-3.4	-4.3%	-0.4%
CC(Sc1nnc(COc2ccc(Cl)cc2)n1Cc1ccccc1)C(=O)O (configuration not stated)	20.0%	?	11.2	-1.9	-3.2%	28.8%
CCc1ccc(S(=O)(=O)/N=C2\C=C(NS(=O)(=O)c3ccccc3)C(=O)c3ccccc32)cc1	-26.5%	-10.5%	29.5*	44.4*	29.8%	?
Cc1cc(C)nc(SCC(=O)n2c3c(c4ccccc42)CCCC3)n1	6.1%	20.7%	-5.3	13.4	18.6%	-9.6%
O=C1CCCC(=O)N1c1ccc(Oc2ccc(Cl)cc2)cc1	12.3%	19.2%	21.5*	41.1*	18.1%	-10.2%
CC(C)(CNC(=O)COc1ccccc1Cc1ccccc1)N1CCOCC1	13.4%	-23.3%	-5.7	-24.5	-11.0%	10.0%
COCCn1c(SCC(=O)Nc2cc(C)cc(C)c2)nnc1C(C)C	-0.5%	38.7%[activator]	-0.2	-4.3	-5.3%	3.0%
CC(Oc1ccc2c(c1)oc(=O)c1ccccc12)C(=O)NC(Cc1c[nH]c2ccc(O)cc12)C(=O)O (configuration not stated)	-7.6%	19.1%	-2.6	-2.5	20.0%	1.8%
O=C(CCn1c(=S)oc2ccccc21)Nc1ccccc1Br	-12.3%	4.1%	-2.0	-2.5	?	-1.5%
O=c1sc2ccccc2c(N2CCN(c3ccccc3)CC2)c1[N+](=O)[O-]	-22.6%	?	-0.9	22.0	22.2%	3.7%
CN(CC(=O)N1CCCC1)S(=O)(=O)c1ccc(Cl)cc1	5.4%	-13.8%	-3.8	-9.2	.	5.5%
O=C(O)c1cccc(NC2=C(n3nnc4ccccc43)C(=O)c3ccccc3C2=O)c1	12.4%	1.85µM*	-1.4	6.3	5.22µM*	?
N/C(=N\c1nc(CSc2ccc(Cl)cc2)cc(=O)[nH]1)Nc1ccccc1C(F)(F)F	6.3%	?	-2.3	-3.5	13.1µM*	1.0%
COC(=O)c1scc(S(=O)(=O)C(C)(C)C)c1-n1cccc1	10.6%	?	-0.4	-15.3	0.0%	4.1%
O=C(N/N=C/c1cccnc1)c1ccccc1Br	15.0%	-4.0%	11.7	46.8	18.5%	1.8%
CCOc1ccc(/C=C2\SC(=S)N(N3C(=O)C4CC4C3=O)C2=O)cc1 (configuration not stated)	2.6%	-6.7%	7.9	18.4	4.15µM*	4.3%
O=C(Nc1ccccn1)C1CCN(S(=O)(=O)c2cccc3nonc23)CC1	11.6%	-44.8%	2.6	17.4	1.5%	2.2%
COc1cc(C)c(S(=O)(=O)n2ccc(C)n2)cc1C	-10.3%	14.7µM*	-4.1	-11.2	.	-0.3%

Some of these compounds in order of molecular weight, ascending.
SMILES	HCV inhibitor	Pf growth 96h	Cycloheximide cs	Shiga inhibitor	Pf growth 48h	FBPA Giardia inh
O=C(CNS(=O)(=O)c1ccccc1)N/N=C/c1ccc(O)cc1	8.6%	61.9%[activator]	-4.8	-3.8	-7.0%	4.0%
CCOc1ccc(/C=C2\SC(=S)N(N3C(=O)C4CC4C3=O)C2=O)cc1 (configuration not stated)	2.6%	-6.7%	7.9	18.4	4.15µM*	4.3%
CC(C)N(C(=O)Cn1cc(S(=O)(=O)CC(=O)N2CCOCC2)c2ccccc21)C(C)C	12.6%	?	2.9	-3.0	-2.3%	.
CCN(CC)CCCNC(=O)CCC(=O)Nc1ccc2nc(N3CCCCC3)cc(C)c2c1	-0.1%	12.7%	-3.6	16.1	?	0.3%

Next part
SMILES	HCV inhibitor	Pf growth 96h	Cycloheximide cs	Shiga inhibitor	Pf growth 48h	FBPA Giardia inh
Cc1ccc(-c2nn(-c3cccc(F)c3)cc2CN2CCN(c3ccccn3)CC2)o1	?	-25.7%[5.75 µM]	-1.4	2.4	?	-15.3%
N#Cc1ccc(N/N=C/c2ccccc2)c([N+](=O)[O-])c1	-6.8%	-5.3%[5.75 µM]	-1.6	2.7	-26.1%	3.7%
CC(C)NC(=O)c1ccc2c(c1)S(=O)(=O)c1ccccc1C2=O	-3.2%	.	-1.4	65.8	-17.2%	2.3%
COc1ccc(C(=O)N/C(=C\c2ccco2)C(=O)NCCN2CCOCC2)cc1	3.1%	16.3%	-3.6	-6.0	17.1%	4.4%
COc1cccc(N2C(=O)C3CCCN3C2c2cccs2)c1 (configuration not stated)	-2.1%	-20.6%	13.5	3.7	?	-1.0%
NS(=O)(=O)c1ccc(NC(=O)c2ccc3nccnc3c2)cc1	3.1%	?	8.4	16.5	-6.7%	-9.8%
COCCn1c(-c2ccc(Cl)cc2)nc2oc3cc(OC)ccc3c(=O)c2c1=O	-27.2%	?	-4.5	8.8	?	0.8%
Cc1ccc2c(c1)NC(=O)C(CC(=O)NCCN(CC(C)C)CC(C)C)O2 (configuration not stated)	14.2%	-27.6%	-1.4	11.7	1.1%	8.1%
COc1ccc(S(=O)(=O)N(C)CC(=O)N2CCN(c3ccccc3)CC2)cc1	8.1%	2.0%	-1.9	1.5	-24.2%	-8.8%
CC(C)C(=O)Nc1ccc(C(=O)CSc2nnc(C3CC3)n2C2CC2)cc1	11.4%	-21.0%	.	.	?	.
Cc1nnc(SCC(=O)NNC(=O)c2ccc(Br)cc2)n1C	13.7%	?	6.6	4.4	18.3%	-0.1%
COc1ccc(-c2n[nH]c(C)c2-c2cscn2)c(O)c1	-14.5%	0.0%	-3.9	-3.5	15.9%	-18.0%
O=C(Nc1ccccc1)NN1CC(=O)N(c2ccc(Cl)cc2)CC1=O	11.1%	0.2%	1.2	-17.2	-7.3%	5.3%
Cc1cccc(C)c1NC(=O)CCCSc1nnc(-c2ccco2)n1-c1ccccc1	?	22.3%	-1.6	-7.4	-17.3%	14.8%

Pulled by structure from above (2):
SMILES	HCV inhibitor	Pf growth 96h	Cycloheximide cs	Shiga inhibitor	Pf growth 48h	FBPA Giardia inh
COc1cccc(N2C(=O)C3CCCN3C2c2cccs2)c1 (configuration not stated)	-2.1%	-20.6%	13.5	3.7	?	-1.0%
COc1ccc(S(=O)(=O)N(C)CC(=O)N2CCN(c3ccccc3)CC2)cc1	8.1%	2.0%	-1.9	1.5	-24.2%	-8.8%

Source: PubChem BioAssay

This is a random part of the collection; any-hit rate near 24%.
